Pf growth 48h – Primary qHTS for delayed death inhibitors of the malarial parasite plastid, 48 hour incubation; P. falciparum luciferase growth in erythrocytes, 48 h; Potency, µM (titrated, usually from 28.7 µM), inactives show top-dose activity change, negative = inhibition, usual class: inhibitors; actives 5.9% (n = 310,000); also: potency is read from the fitted curve at half-maximal effect; % is scaled to controls: 0 for no effect and ±100 for the full control effect
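Parasite viability was followed by luminescence of a genomically integrated firefly luciferase. Cultures held 0.1% parasitemia at 2% hematocrit (final), incubated under 5% CO2 at 37 C.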
Pf growth 96h – Primary qHTS for delayed death inhibitors of the malarial parasite plastid, 96 hour incubation. P. falciparum luciferase reporter growth, 96 h. Potency, µM (series often up to 28.7 µM), for the others: at the top dose activity change, negative = inhibition, hits mostly inhibitors. actives 6.9% (n = 320,000); also: potency is read from the fitted curve at half-maximal effect; % is scaled to controls: 0 for no effect and ±100 for the full control effect
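Compounds incubated with erythrocytes infected by luciferase-expressing P. falciparum (2% hematocrit, 0.05% parasitemia final) for 96 hours, 37 C in 5% CO2. Growth inhibition scored as decreased luciferase luminescence.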
AMA1-RON2 inh – qHTS for Inhibitors of AMA1-RON; Towards Development of Antimalarial Drug Lead: Primary Screen; AlphaScreen AMA1-biotinylated RON2 peptide binding; actives 0.2% (n = 360,000); AID 720542, 2013; Potency, µM (titrated, usually from 58.2 µM), inactives show at the top dose activity change, negative = inhibition, most hits filed as inhibitors; Plasmodium falciparum AMA1 (3D7) - RON2 peptide interaction;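 also: potency is read from the fitted curve at half-maximal effect; 0% = vehicle wells and -100% = peptide control; nearly all actives have a fitted effect of over 45% in size; some results filed as inactive show a strong effect at the top dose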
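AMA1 (3D7) with his tag at 25 nM final met compounds first, then biotinylated RON2 peptide at 25 nM; detection used donor plus acceptor beads, 10 µg/mL apiece, read by AlphaScreen after 30 min at room temperature.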
LmPK inh – qHTS Assay for Inhibitors of Leishmania Mexicana Pyruvate Kinase (LmPK); AID 1721, 2009; purified LmPK, Kinase-Glo ATP luminescence, 1 h; Potency, µM (top dose mostly 57.5 µM), without a hit: at the top dose activity change, negative = inhibition, most hits filed as inhibitors; actives 0.37% (n = 290,000); also: potency is read from the fitted curve at half-maximal effect; % is scaled to controls: 0 for no effect and ±100 for the full control effect
Target sequence (Q27686 whole entry, looked up): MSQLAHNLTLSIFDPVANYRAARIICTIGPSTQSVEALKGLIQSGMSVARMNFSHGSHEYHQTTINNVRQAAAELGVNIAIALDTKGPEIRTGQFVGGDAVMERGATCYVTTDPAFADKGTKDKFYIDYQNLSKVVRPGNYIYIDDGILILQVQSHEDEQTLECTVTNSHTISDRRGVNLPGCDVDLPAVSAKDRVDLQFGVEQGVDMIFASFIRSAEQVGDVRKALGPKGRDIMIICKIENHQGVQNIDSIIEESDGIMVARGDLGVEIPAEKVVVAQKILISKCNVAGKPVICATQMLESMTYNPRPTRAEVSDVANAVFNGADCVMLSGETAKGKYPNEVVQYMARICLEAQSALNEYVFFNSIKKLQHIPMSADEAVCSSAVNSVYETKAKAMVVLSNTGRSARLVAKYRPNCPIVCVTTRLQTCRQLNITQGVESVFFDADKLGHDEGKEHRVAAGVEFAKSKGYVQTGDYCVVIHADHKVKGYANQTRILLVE
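In 50 mM imidazole pH 7.2 with 7 mM MgCl2, LmPK (0.1 nM) turned over PEP (0.5 mM) and ADP (0.1 mM) for 1 h at room temperature. Luciferase read-out of ATP.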
Cycloheximide cs – Cycloheximide Counterscreen for Small Molecule Inhibitors of Shiga Toxin. max response, %. actives 12% (n = 300,000). AID 2314, 2010. cell reporter, cycloheximide protein synthesis inhibition counterscreen; in the data active = max response mostly above about 13%, no sharp cut-off; inactive = mostly below about 14%; also: read at 38.3 µM for the half of the compounds with a filed dose; 0% is about no effect
Tb PYK inh – qHTS of Trypanosoma Brucei Inhibitors. pyruvate kinase (Trypanosoma brucei), Q57TT1. TbPYK enzyme, Kinase-Glo Plus ATP luminescence, 45 min. Potency, µM (titrated, usually from 76.8 µM), for inactives: top-dose activity, negative = inhibition, most hits filed as inhibitors. actives 0.12% (n = 410,000); also: potency is read from the fitted curve at half-maximal effect; % is scaled to controls: 0 for no effect and ±100 for the full control effect; nearly all actives have a fitted effect of over 50% in size
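Luminescence from Kinase-Glo Plus, added after a 45-minute room-temperature reaction, served as the end-point read-out. The enzyme and substrate were preincubated with compound before ADP (130 uM final) initiated turnover. Concentration-effect curves came from normalized qHTS data.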
Shiga toxin inh – A qHTS for Small Molecule Inhibitors of Shiga Toxin; actives 9.2% (n = 290,000); Vero cells, Shiga toxin protein synthesis inhibition reporter; inhibition, % at 38.7 µM; in the data active = inhibition mostly above about 28%, no sharp cut-off; inactive = mostly below about 43%; also: 0% is about no effect
Active calls of the source: *; u = inconclusive; x = no result given; + = active, no number; [ ] = dose if it differs, or a comment. Unless noted, calls follow the shape of the dose curve; as a rule, active = well fitted curve in the direction sought with a large enough effect; inconclusive = small, poorly fitted or top-dose-only effect, or another doubt; inactive = no such curve, though single readings can be large; an effect the other way counts as inactive or inconclusive.

Assay codes: A = Pf growth 48h; B = Pf growth 96h; C = AMA1-RON2 inh; D = LmPK inh; E = Cycloheximide cs; F = Tb PYK inh; G = Shiga toxin inh
1: CCOc1ccc2nc(N=NC3=C(O)CC(C)(C)CC3=O)sc2c1
  A = 92%[activator]	B = 79%[activator]	C = 2%	D = 3%	E = 6	F = -3%	G = 34

2: O=C1CCN(Cc2ccc([N+](=O)[O-])cc2)CCN1[C@H](CO)Cc1ccccc1
  A = 2%	B = 3%	C = 9%	D = -1%	E = -4	F = -2%	G = -1

3: CC(C)(C)c1ccc(C(=O)N2CCC(=O)N(C(COCc3ccccc3)Cc3ccccc3)CC2)cc1 (configuration not stated)
  A = 9.3µM*	B = 12µM*	C = -4%	D = 2%	E = -2	F = 0%	G = 2

4: CCOc1ccc(-c2nc(C#N)c(N3CCN(C)CC3)o2)cc1
  A = u	B = x	C = -25%	D = -8%	E = -3	F = -6%	G = -3

5: COc1ccc(N(C(=O)c2snc(C(N)=O)c2N)C(C(=O)NC2CCCC2)c2ccc(F)cc2)c(OC)c1 (configuration not stated)
  A = u	B = 219%[activator]	C = 1%	D = 5%	E = 8	F = -4%	G = -6

6: O=C(NCCN1CCOCC1)c1ccc(CSc2nc3ccncc3n2Cc2ccc(F)cc2)cc1
  A = u	B = -9%	C = 2%	D = -1%	E = -9	F = -4%	G = -5

7: Cn1c(NCC(O)c2ccccc2)nc2c1c(=O)n(Cc1ccc(Cl)cc1)c(=O)n2C (configuration not stated)
  A = u	B = 40%[activator]	C = -10%	D = 6%	E = -1	F = -11%	G = -4

8: O=C(CC12CC3CC(CC(C3)C1)C2)Nc1nncs1
  A = 17%	B = -17%	C = -1%	D = -1%	E = -2	F = -1%	G = -15

9: CCOC(=O)c1ccc(-n2c(C)nc3c(cnn3-c3ccccc3C)c2=O)cc1
  A = 5%	B = 14%	C = -5%	D = 1%	E = -1	F = -4%	G = 1

10: CCOC(=O)C1=C(COC(=O)/C=C/c2cc(OC)c(OC)c(OC)c2)NC(=O)NC1C (configuration not stated)
  A = 1%	B = u	C = 4%	D = -3%	E = 15	F = -6%	G = -20

11: FC(F)Oc1ccc(-c2c[n+]3c(n2-c2ccccc2)CCCCC3)cc1
  A = u	B = u	C = 10%	D = -7%	E = -1	F = 1%	G = 12

12: O=C(Nc1oc2ccc(Cl)cc2c(=O)c1-c1ccc(F)cc1)c1ccco1
  A = 19%	B = 12%	C = -4%	D = 8%	E = 10	F = -5%	G = 13

13: O=C(c1cccc(COc2ccc(Cl)cc2Cl)c1)N1CCN(c2ccccn2)CC1
  A = 194%[activator]	B = 23%	C = -8%	D = 1%	E = 92*	F = 2%	G = +

14: CC(=O)N1N=C2/C(=C/c3ccccc3)CCCC2C1c1ccccc1 (configuration not stated)
  A = 113%[activator]	B = u	C = -4%	D = 1%	E = 48*	F = -14%	G = 72*

15: Cc1ccc(C(=O)c2nc(C(=O)NCCO)nc3ccccc23)cc1
  A = u	B = u	C = 7%	D = x	E = x	F = -3%	G = x

16: CCOc1ccc(S(=O)(=O)N2CCN(C(=S)NCc3ccco3)CC2)cc1
  A = 2.9µM*	B = 2.3µM*	C = -1%[11.6 µM]	D = 2%	E = 14	F = -34%	G = 13

17: O=C(CN1C(=O)S/C(=C\c2ccc(O)c([N+](=O)[O-])c2)C1=O)Nc1ccc(N2CCOCC2)cc1
  A = -1%	B = -29%	C = 7%	D = -13%	E = -6	F = 0%	G = 2

18: Nc1cc(C(=O)O)ccc1Nc1ccc(F)c(F)c1
  A = 5%	B = 246%[activator]	C = -9%	D = -5%	E = -1	F = -19%	G = -16

19: CC(C)c1ccc(S(=O)(=O)N2CCN(C(C)C(=O)N3CCCC3)CC2)cc1 (configuration not stated)
  A = u	B = 12µM*	C = -9%[11.6 µM]	D = x	E = x	F = -9%	G = x

20: CCCCCOc1ccc(C(=O)N(Cc2ccco2)C2CCS(=O)(=O)C2)cc1 (configuration not stated)
  A = u	B = 83%[activator]	C = 25%	D = 0%	E = -10	F = -4%	G = -23

21: CCN(CC)C(=O)C(C)OC(=O)COc1ccc(Cl)cc1Cl (configuration not stated)
  A = 15%	B = 2%	C = 4%	D = -3%	E = 1	F = -10%	G = -1

22: Cc1cc(-c2cccc(Br)c2)c(C#N)c(N)n1
  A = 17%	B = u	C = -15%	D = 5%	E = 8	F = 1%	G = -6

23: COc1cc(OC)c(NC(=O)c2ccco2)cc1Cl
  A = -15%	B = u	C = 3%	D = -5%	E = 4	F = 5%	G = -1

24: COc1ccc(CCn2c(C)c(C(C)=O)c3cc(OC(=O)c4ccco4)ccc32)cc1OC
  A = -15%	B = x	C = 11%	D = -2%	E = -4	F = 4%	G = -31

25: N=C1c2ccccc2CN1NC(=O)CC12CC3CC(CC(C3)C1)C2
  A = u	B = 1.9µM*	C = 10%	D = -4%	E = -3	F = 6%	G = -1

Arranged by count of non-hydrogen atoms (low to high): part of the list above
Assay codes: A = Pf growth 48h; B = Pf growth 96h; C = AMA1-RON2 inh; D = LmPK inh; E = Cycloheximide cs; F = Tb PYK inh; G = Shiga toxin inh
25: N=C1c2ccccc2CN1NC(=O)CC12CC3CC(CC(C3)C1)C2
  A = u	B = 1.9µM*	C = 10%	D = -4%	E = -3	F = 6%	G = -1

14: CC(=O)N1N=C2/C(=C/c3ccccc3)CCCC2C1c1ccccc1 (configuration not stated)
  A = 113%[activator]	B = u	C = -4%	D = 1%	E = 48*	F = -14%	G = 72*

11: FC(F)Oc1ccc(-c2c[n+]3c(n2-c2ccccc2)CCCCC3)cc1
  A = u	B = u	C = 10%	D = -7%	E = -1	F = 1%	G = 12

12: O=C(Nc1oc2ccc(Cl)cc2c(=O)c1-c1ccc(F)cc1)c1ccco1
  A = 19%	B = 12%	C = -4%	D = 8%	E = 10	F = -5%	G = 13

20: CCCCCOc1ccc(C(=O)N(Cc2ccco2)C2CCS(=O)(=O)C2)cc1 (configuration not stated)
  A = u	B = 83%[activator]	C = 25%	D = 0%	E = -10	F = -4%	G = -23

9: CCOC(=O)c1ccc(-n2c(C)nc3c(cnn3-c3ccccc3C)c2=O)cc1
  A = 5%	B = 14%	C = -5%	D = 1%	E = -1	F = -4%	G = 1

7: Cn1c(NCC(O)c2ccccc2)nc2c1c(=O)n(Cc1ccc(Cl)cc1)c(=O)n2C (configuration not stated)
  A = u	B = 40%[activator]	C = -10%	D = 6%	E = -1	F = -11%	G = -4

24: COc1ccc(CCn2c(C)c(C(C)=O)c3cc(OC(=O)c4ccco4)ccc32)cc1OC
  A = -15%	B = x	C = 11%	D = -2%	E = -4	F = 4%	G = -31

17: O=C(CN1C(=O)S/C(=C\c2ccc(O)c([N+](=O)[O-])c2)C1=O)Nc1ccc(N2CCOCC2)cc1
  A = -1%	B = -29%	C = 7%	D = -13%	E = -6	F = 0%	G = 2

6: O=C(NCCN1CCOCC1)c1ccc(CSc2nc3ccncc3n2Cc2ccc(F)cc2)cc1
  A = u	B = -9%	C = 2%	D = -1%	E = -9	F = -4%	G = -5

3: CC(C)(C)c1ccc(C(=O)N2CCC(=O)N(C(COCc3ccccc3)Cc3ccccc3)CC2)cc1 (configuration not stated)
  A = 9.3µM*	B = 12µM*	C = -4%	D = 2%	E = -2	F = 0%	G = 2

5: COc1ccc(N(C(=O)c2snc(C(N)=O)c2N)C(C(=O)NC2CCCC2)c2ccc(F)cc2)c(OC)c1 (configuration not stated)
  A = u	B = 219%[activator]	C = 1%	D = 5%	E = 8	F = -4%	G = -6

Remaining list, next part
Assay codes: A = Pf growth 48h; B = Pf growth 96h; C = AMA1-RON2 inh; D = LmPK inh; E = Cycloheximide cs; F = Tb PYK inh; G = Shiga toxin inh
26: COc1ccc(Cl)c(NC(=O)Cn2nnc(-c3ccccc3N)n2)c1
  A = -19%	B = 12%	C = -4%	D = 4%	E = 0	F = -2%	G = -7

27: CCN1CCN(C(=O)c2cn(CCOC)c(=O)c3c2c2ccccc2n3C)CC1
  A = 3%	B = u	C = -7%	D = 3%	E = 4	F = 4%	G = 13

28: CN(C)c1ccc(CNC(=O)c2cc(S(=O)(=O)N3CCCC3)cn2C)cc1
  A = -2%	B = u	C = -16%	D = -1%	E = 1	F = -8%	G = 26

29: COc1ccccc1NC(=O)c1ccc2c(c1)nnn2C
  A = -8%	B = u	C = -12%	D = -4%	E = 1	F = -5%	G = 27

30: Cc1ccc(-c2nc(-c3cccnc3)no2)c(C)c1
  A = u	B = -12%	C = -6%	D = -5%	E = 36*	F = -5%	G = 108*

Assay outcomes deposited in PubChem BioAssay by National Center for Advancing Translational Sciences (NCATS).
